SMN2 splice enh: enhancers of SMN2 splice variant expression; HEK293 SMN2-luciferase splicing reporter, luminescence, 30-36 h; Potency, µM (series often up to 46.1 µM), without a hit: at the highest dose activity change, positive = activation, usual class: activators; hit rate 2.8% among 210,000; AID 1458; further: % of control where 0% means no effect; nearly all actives have a fitted effect of over 55% in size
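HEK293 cells carry an SMN2 minigene-luciferase reporter in which exon 7 inclusion puts luciferase in frame. Cells were seeded at 2000 cells/well, attached for 10-12 hours, then exposed to compounds for 30-36 hours at 37C before ONE-Glo luminescence.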
ALDH1A1 inh: inhibitors of human aldehyde dehydrogenase 1A1 | Purified ALDH1A1, NADH fluorescence, propionaldehyde substrate | hit rate 7.3% among 220,000 | Potency, µM (top dose mostly 75.3 µM), inactives show at the top dose activity, negative = inhibition, most hits filed as inhibitors; active means well fitted inhibition curve with a large enough effect, not every such curve was filed as active; inconclusive means small, poorly fitted or top-dose-only effect, or another doubt; inactive means no such curve, though single readings can be large or run the other way;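 further: plate controls were no enzyme wells and a reference inhibitor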
Target sequence (P00352 whole entry, looked up): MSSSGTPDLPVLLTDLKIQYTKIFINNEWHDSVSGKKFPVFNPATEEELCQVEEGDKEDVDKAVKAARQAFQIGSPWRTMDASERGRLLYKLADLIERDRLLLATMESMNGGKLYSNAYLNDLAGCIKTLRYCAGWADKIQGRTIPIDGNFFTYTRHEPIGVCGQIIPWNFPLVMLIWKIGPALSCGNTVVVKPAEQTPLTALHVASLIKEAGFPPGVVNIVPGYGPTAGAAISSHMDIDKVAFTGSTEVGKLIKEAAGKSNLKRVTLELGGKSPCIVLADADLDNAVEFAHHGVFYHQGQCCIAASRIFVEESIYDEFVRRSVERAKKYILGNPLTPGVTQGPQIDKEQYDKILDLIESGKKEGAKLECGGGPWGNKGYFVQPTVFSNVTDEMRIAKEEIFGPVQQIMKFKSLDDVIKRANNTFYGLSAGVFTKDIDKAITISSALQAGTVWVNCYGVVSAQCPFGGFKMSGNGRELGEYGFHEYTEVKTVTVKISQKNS
Luc counter: counter-screen: inhibitors of Kinase-Glo firefly luciferase; Kinase-Glo luciferase, ATP luminescence, 8 min; Q27757; Potency, µM (top dose mostly 38.3 µM), for inactives: top-dose activity change, negative = inhibition, most hits filed as inhibitors; hit rate 0.28% among 200,000; further: on the % scale 0 is the no-effect control and ±100 the full control effect; nearly all actives have a fitted effect of over 60% in size
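Substrate mix (final 50 mM imidazole pH 7.2, 50 mM KCl, 7 mM MgCl2, 10 uM ATP, 0.01% Tween 20, 0.05% BSA) plus pin-tool compound, then Kinase-Glo detection mix; 8 min ambient, luminescence read.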
L3MBTL1 inh: blocks human L3MBTL1; Q9Y468; AlphaScreen L3MBTL1–H3K9me1 peptide binding; hit rate 0.66% among 230,000; AID 485360; Potency, µM (series often up to 57.1 µM), without a hit: at the highest dose activity, negative = inhibition, hits mostly inhibitors; further: on the % scale 0 is the no-effect control and ±100 the full control effect; nearly all actives have a fitted effect of over 60% in size
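L3MBTL1 50 nM + b-AHA-H3(1-15)K9me1 75 nM, 30 min RT; compound added, 30 min RT; streptavidin donor/Ni-chelate acceptor beads 10 ug/mL each final, 30 min RT dark; AlphaScreen read.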
LMNA splice mod: LMNA splicing modulation. HeLa LMNA splicing GFP/RFP minigene ratio, 48 h. Potency, µM (series often up to 46.1 µM), inactives show top-dose ratio change, negative = inhibition, hits mostly inhibitors. hit rate 0.01% among 200,000; active means well fitted inhibition curve with a large enough effect in the signal ratio, with a control signal flat, not every such curve was filed as active; inconclusive means small, poorly fitted or top-dose-only effect, or effect the other way, or a change in a side signal; the % refers to the signal ratio; further: on the % scale 0 is the no-effect control and ±100 the full control effect
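S3 HeLa stable clones carrying a lamin A-EGFP splicing minigene plus DsRed2 were seeded at 600 cells/well in Opti-MEM with 2% FBS, pin-dosed and incubated 48 h at 37°C. Acumen cytometry (488 nm) gave the GFP/RFP total-intensity ratio.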
RECQ1 inh: blocks DNA unwinding by human RECQ1 | Potency, µM (highest dose often 57.3 µM), for inactives: at the highest dose activity, negative = inhibition, hits mostly inhibitors | AID 2549 | hit rate 0.54% among 240,000 | RECQ1 DNA unwinding, red fluorescence kinetic read;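 further: plate controls were vehicle for no effect and no enzyme for full effect; nearly all actives have a fitted effect of over 30% in size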
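50 nM RECQ1T1 preincubated 15 min with compound in Tris pH 8.0 buffer with MgCl2, DTT, Tween-20 and 2.5 ug/ml poly(dI-dC); started with 200 nM TAMRA/BHQ-2 forked duplex and 2 mM ATP. Unwinding read as fluorescence (525/598 nm), two reads 2 h apart.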
KDM4E inh: JMJD2E (human) inhibition; B2RXH2; JMJD2E catalytic domain, FDH-coupled NADH fluorescence (FDH is formaldehyde dehydrogenase); Potency, µM (titrated, usually from 57.1 µM), inactives show at the highest dose activity change, negative = inhibition, usual class: inhibitors; hit rate 1.6% among 230,000; active means well fitted inhibition curve with a large enough effect, not every such curve was filed as active; inconclusive means small, poorly fitted or top-dose-only effect, or another doubt; inactive means no such curve, though single readings can be large or run the other way;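 further: 0% = wells with enzyme and -100% = buffer wells without enzyme; nearly all actives have a fitted effect of over 50% in size; many of its hits are not listed in these tables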
Target sequence (B2RXH2 1-337 limits assumed): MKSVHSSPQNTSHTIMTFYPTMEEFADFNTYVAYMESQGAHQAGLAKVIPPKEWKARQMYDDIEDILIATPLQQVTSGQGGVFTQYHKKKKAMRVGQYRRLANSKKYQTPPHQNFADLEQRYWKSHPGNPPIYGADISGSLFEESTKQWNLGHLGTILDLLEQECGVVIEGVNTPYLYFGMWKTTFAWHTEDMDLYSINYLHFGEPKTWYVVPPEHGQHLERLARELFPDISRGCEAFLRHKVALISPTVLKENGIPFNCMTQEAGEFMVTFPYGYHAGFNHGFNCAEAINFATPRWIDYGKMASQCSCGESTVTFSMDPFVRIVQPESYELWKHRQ
Tau fibril ThT: inhibitors of human tau fibril formation, thioflavin T binding; recombinant tau K18 P301L (four-repeat tau fragment), heparin-induced fibrillization, ThT fluorescence; hit rate 2.1% among 270,000; AID 1460; P10636; Potency, µM (titrated, usually from 57.4 µM), for the others: at the top dose activity, negative = inhibition, hits mostly inhibitors; further: on the % scale 0 is the no-effect control and ±100 the full control effect; nearly all actives have a fitted effect of over 55% in size
Target sequence (P10636 561-689 P618L limits assumed): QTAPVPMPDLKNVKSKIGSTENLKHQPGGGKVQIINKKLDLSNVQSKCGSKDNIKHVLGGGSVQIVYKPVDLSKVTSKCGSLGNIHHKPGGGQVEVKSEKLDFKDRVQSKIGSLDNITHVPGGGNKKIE
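In this qHTS, human K18 P301L tau is incubated with compound and heparin for 6 hr at 37 C, and Thioflavin T fluorescence then reports fibril load.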
An asterisk follows results filed as active; i = inactive; ? = inconclusive; . = not tested or not shown; & = joins results of further samples; [ ] = remark or other dose. Unless noted, the call rests on the fitted dose curve; in most records, active means well fitted curve in the direction sought with a large enough effect; inconclusive means small, poorly fitted or top-dose-only effect, or another doubt; inactive means no such curve, though single readings can be large; an effect the other way counts as inactive or inconclusive. Potency means the concentration at half of the fitted maximal effect. Some of the compounds tested; the hit share may differ from the screen's.

SMILES | SMN2 splice enh | ALDH1A1 inh | Luc counter | L3MBTL1 inh | LMNA splice mod | RECQ1 inh | KDM4E inh | Tau fibril ThT
Cc1ccc(-c2nc3ccccn3c2C=O)cc1 | . | ? | -29% | 17% | . | i | -2% | 3%
O=C(Nc1ccccc1)C1=C[C@@H](c2csc3ccccc23)C[C@@H](OCc2ccc(CO)cc2)O1 | . | -1% | . | -5% | . | -17% | -14% | -2%
Nc1c(S(=O)(=O)c2cccs2)c2nc3ccccc3nc2n1CCc1ccccc1 | -6% | ? | 1% | 18% | 0% | -6% | ? | -3%
Fc1ccc(/C=N/Nc2ccccn2)cc1 | 81% | 6% | -6% | -10% | -7% | -10% | -7% | -2%
Cc1ccc(-c2nnn(CC(=O)N(CC(=O)NCc3ccccc3)c3cccc(C)c3C)n2)o1 | -14% | 10µM* | 1% | -9% | -14% | -1% | -1% | -32%
O=C(COc1ccc(Cl)cc1)Nc1ccc(C(=O)NCc2cccnc2)cc1 | . | -7% | -1% | 1% | ? | -3% | 0% | -7%
CCCc1c(NC(=O)Nc2ccc(Cl)cc2Cl)cnn1-c1ccccc1 | . | -8% | . | 1% | ? | -5% | 2% | 5%
CCOC(=O)c1oc2ccccc2c1CSc1nnnn1-c1ccc(OC)cc1 | 8% | ? | 2% | -6% | -6% | -6% | -1% | 2%
CC1CCN(CC(C)CNC(=O)c2cc(-c3ccccn3)nc3ccccc23)CC1 (configuration not stated) | 3% | -3% | -1% | 5% | ? | i | -4% | 5%
CC(=O)Nc1ccc2nc(-c3ccccc3)cn2c1 | 2.5µM* | ? | -14% | 0% | 3% | i | ? | 12%
CCCC(N)CCCCCC(=O)O (configuration not stated) | 16% | ? | 0% | . | 3% | i | -4% | -3%
CCc1nnc(NS(=O)(=O)c2ccc(N=Cc3c(C)[nH]n(-c4cccc(Cl)c4)c3=O)cc2)s1 | 1% | ? | 2% | -15% | -6% | -2% | 5% | ?
COc1cc(OC)cc(C(=O)NCc2n[nH]c(=S)n2-c2ccccc2OC)c1 | -6% | ? | 2% | -5% | -10% | -1% | 4% | -7%
O=S(=O)(NCc1ccccc1)c1cccc2nonc12 | -7% | ? | -3% | . | -1% | -2% | -2% | 1%
CC1(C)Oc2ccc3ccc(=O)oc3c2-c2cn[nH]c21 | 14µM* | 0% | 1% | -2%[11.4 µM] | ? | 6% | ? | -17%
S=C(NCC1CCCO1)Nc1ccccc1Cl (configuration not stated) | 11% | 0% | -7% | 7% | 19% | i | 10% | -2%
CC(C)C(Nc1ncnc2c1oc1ccccc12)C(=O)O (configuration not stated) | . | 7% | . | 2% | . | i | ? | -5%
CC1=C(C(=O)OCc2ccc(C)cc2)C(c2ccc(O)c([N+](=O)[O-])c2)NC(=O)N1 (configuration not stated) | -22% | 0% | -3% | 22% | 17%[46 µM] | -11% | -3% | -8%
O=C(NCC(=O)N(c1ccc2c(c1)OCO2)C(C(=O)NC1CCCC1)c1ccncc1)c1ccco1 (configuration not stated) | 26% | -1% | 1% | . | 7% | -5% | -18% | -18%
CCOC(=O)C1C(C)=CC(=O)CC1c1ccco1 (configuration not stated) | 21% | -8% | 14% | -4% | 10% | -6% | -29% | -3%
Cc1cc(C)c2c(c1)/C(=N/NS(=O)(=O)c1ccc(Br)cc1)CCC2 | -10% | ? | -2% | . | -1% | i | -5% | 2%
CCOc1ccccc1NC(=O)CCn1cccc1 | -15% | 12% | -1% | . | . | -7% | 4% | 4%
CC1CCCN(C(=S)Nc2ccc(F)cc2)C1 (configuration not stated) | 0% | ? | 1% | -9% | . | 21% | 1% | 6%
Cc1c(-n2c(O)c(C3=c4ccccc4=NC3=O)sc2=S)c(=O)n(-c2ccccc2)n1C | 11% | 7.9µM* | -19% | -5% | ? | -2% | -9% | ?
O=C(COc1cccc(Cl)c1Cl)Nc1ccc2c(c1)CCC2 | -7% | -28% | -1% | 9% | -7% | -10% | -3% | -8%
COc1ccc(C2C(C#N)=C(N)Oc3c2ccc2cccnc32)cc1OC (configuration not stated) | 5% | 8% | -1% | -7% | ? | -20% | -12% | -15%
CCOC(=O)NNc1ccc(C(F)(F)F)cn1 | . | 5% | . | 1% | . | i | -1% | -10%
CCCCN1C(=O)C(NC(C)=O)c2cc(Br)ccc21 (configuration not stated) | 14% | 0.18µM* | 2% | . | 2% | -5% | 0% | -10%
CC(=O)N1C(C(=O)O)CSC1c1cccc(C)c1 (configuration not stated) | 8% | -2% | 9% | . | 6% | -3% | 3% | -13%
Cc1nn(C)cc1/C=C/C(=O)c1cccs1 | ? | ? | -9% | 2% | -7% | 1% | 0% | ?
O=C(COC(=O)Cc1ccccc1F)Nc1ccc2c(c1)OCCO2 | 7% | 12% | 4% | -4% | -18% | -1% | -4% | 6%
COCCOC(=O)C1=C(C)NC(=O)NC1c1ccc(OC(=O)c2ccco2)c(OC)c1 (configuration not stated) | 11% | 8% | 1% | . | 5% | -9% | 6% | -12%
CCOc1ccc(CCNC(=O)C2CCC(=O)N2CCc2ccccc2)cc1OCC (configuration not stated) | 1% | 19% | 14% | . | -4% | -5% | -1% | -4%
Cc1ccc(CNC(=O)CNS(=O)(=O)c2ccc3nc(C)sc3c2)cc1 | . | -1% | . | . | . | -7% | -4% | 9%
Cc1ccc(-c2nc(CS(=O)(=O)CC(=O)NCCCN3CCN(C)CC3)c(C)o2)cc1 | 13% | ? | -4% | . | 7% | -3% | 6% | 0%
CCOC(=O)C(=CNc1cc(C)nn1-c1ccccc1)C(=O)OCC | -26% | 12% | 0% | -2% | ? | -3% | 2% | -8%
O=C(Nc1ccc(S(=O)(=O)N2CCCC2)cc1)c1cc(=O)c2ccccc2o1 | . | . | . | -2% | . | -6% | 11% | -4%
CCn1c(COc2ccc(=O)n(-c3ccccc3)n2)nnc1SC | -7% | -1% | 1% | -7% | 3%[46 µM] | 0% | -1% | 0%
Cn1nc(C(F)(F)F)cc1-c1ccc(/C=C(\C#N)C(=O)c2ccccc2)s1 | . | ? | . | -6% | 1%[46 µM] | -2% | ? | -16%
Cc1ccsc1C(=O)Nc1ccc(F)c([N+](=O)[O-])c1 | 8% | -2% | -12% | -4% | ? | -2% | -10% | -3%
Cc1ccc(/C=C/C(=O)N2CC(=O)Nc3ccccc32)o1 | 15% | 20µM* | 0% | -14% | . | -5% | ? | -18%
CSc1nsc(SC)c1C(N)=O | . | 7% | . | 0% | ? | i | 3% | -6%
CCCOc1ccc(C(=O)NCC2OCCc3ccccc32)cc1OC (configuration not stated) | -21% | -1% | 2% | . | . | -1% | 9% | -13%
N#C/C(=C\c1ccc(O)c(O)c1)C(=O)NCCCc1ccccc1 | -55%&-66%[inhibitor] | ? | 2%&-9%&1% | ? | ? | 16µM* | 3.2µM* | ?
CCN(CC)c1ccc(/C=C2\CCC(/C=N/NC(=O)c3ccc(=O)n(C)c3)=C2N2CCOCC2)cc1 | 4% | ? | -2% | 0% | -11% | i | -9% | ?

Structures above that bear a hit mark in KDM4E inh.
| compound | ALDH1A1 inh | L3MBTL1 inh | RECQ1 inh | KDM4E inh | Tau fibril ThT |
| --- | --- | --- | --- | --- | --- |
| N#C/C(=C\c1ccc(O)c(O)c1)C(=O)NCCCc1ccccc1 | ? | ? | 16µM* | 3.2µM* | ? |

Continuation:
SMILES | SMN2 splice enh | ALDH1A1 inh | Luc counter | L3MBTL1 inh | LMNA splice mod | RECQ1 inh | KDM4E inh | Tau fibril ThT
O=C(NCCOC(=O)c1ccc(C(=O)OCCNC(=O)c2ccccc2)o1)c1ccccc1 | -13% | ? | 14% | -3% | 0% | 21% | 0% | -9%
O=S(=O)(c1cccc2cccnc12)N1CCc2ccccc21 | 6% | 1% | 2% | 6% | 5% | 1% | 4% | -5%
CCN1CCN(C(c2cc(OC)ccc2OC)c2nnnn2Cc2ccccc2)CC1 (configuration not stated) | -12% | 0% | 1% | -2% | -2% | i | -4% | 2%
COc1ccccc1NC(=O)/C(=N/OCc1ccc(C#N)cc1)C(C)=O | -3% | -3% | -2% | 1% | 4%[46 µM] | -17% | 2% | 1%
Cc1cccc(N2CCN(C(=O)C3(S(=O)(=O)c4ccc(Cl)cc4)CC3)CC2)c1C | -26% | 0% | 2% | . | 18%[9.22 µM] | -9% | 10% | -13%
Cc1ccc(Cl)cc1N1CCN(S(=O)(=O)N2CCCCC2)CC1 | -20% | ? | -2% | 18% | . | i | -12% | -15%
O=C1CC(c2ccc(F)cc2)Sc2ccccc2N1 (configuration not stated) | 6% | 2% | 2% | 3% | -9% | -3% | 2% | 7%
Fc1cccc(/C=N\N=C/c2cccc(F)c2)c1 | . | 2% | -1% | . | . | i | 11% | -11%
CCOC(=O)c1cnc2ccccc2c1NCc1ccco1 | . | ? | . | -12% | . | 3% | ? | ?
Cc1ccsc1/C=N/n1c(-c2cc(-c3ccccc3)n[nH]2)n[nH]c1=S | . | -2% | . | -11% | . | i | 4% | ?
c1ccc(COc2ccc(Nc3ncnc4nc[nH]c34)cc2)cc1 | 0% | -14% | -7% | . | 21% | -8% | -27% | ?
O=C(CSc1nnc(-c2cccs2)o1)N1CCCCC1 | 13µM* | ? | -5% | . | -4% | -15% | ? | -4%
Cc1ccccc1NC(=O)COC(=O)CCc1nc2ccccc2c(=O)[nH]1 | 5% | 2% | 1% | 5% | -17%[46 µM] | i | -1% | -1%
COc1cccc(C2=NOC(C(=O)Nc3ccc(OC)c(OC)c3)C2)c1 (configuration not stated) | -38%[inhibitor] | -3% | -2% | -12% | 9% | -2% | -4% | -4%
Cc1sc2nc(C(C)Nc3ccccc3N3CCOCC3)[nH]c(=O)c2c1C (configuration not stated) | 12% | ? | -8% | -12% | ? | -3% | ? | -22%
COc1ccc2[nH]c(C)c(CCNC(=S)Nc3ccc(C)cc3)c2c1 | -25% | -4% | 4% | . | ? | -10% | -5% | ?
Cc1cccc(-c2cc(C(=O)N3CCCc4ccccc43)c3ccccc3n2)c1 | . | -4% | . | -12% | ? | 0% | 2% | 13%
